# Screens (PubChem BioAssay)
# A350 fluor = A350 region autofluorescence; Compound autofluorescence, 340/450 nm, Alexa 350 dye-equivalents; active compounds read high; max dye-equivalent concentration, M; 59,000 tested, 11% active; AID 590; in the data active = max dye-equivalent concentration above about 10 nM; inconclusive = mostly about 1.1 nM to 9.6 nM
# HEK293 cAMP ctrl = raises cAMP in parental HEK293 cells, TSHR agonist counter-screen. parental HEK293 CNG cAMP sensor, membrane potential fluorescence. Potency, µM (highest dose often 57.1 µM), for inactives: top-dose activation, usual class: activators. 73,000 tested, 2.5% active. AID 938; also: potency is read from the fitted curve at half-maximal effect; % of control where 0% means no effect; nearly all actives have a fitted effect of over 55% in size
#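 Parental HEK 293 cells stably expressing a modified CNG channel (no TSHR) report cAMP rise as membrane depolarization. Membrane potential dye with 100 uM RO 20-1724 was loaded for 60 min at room temperature, then compound added for 30 min; fluorescence read at 590 nm.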
# BRCT PPI red = inhibitors of human BRCA1 BRCT-phosphoprotein interaction (red fluorophore); P38398; AID 892; 75,000 tested, 0.03% active; BRCT-phosphopeptide binding, red fluorescence polarization; Potency, µM (highest dose often 76.9 µM), inactives show top-dose activity change, negative = inhibition, most hits filed as inhibitors; also: % is scaled to controls: 0 for no effect and ±100 for the full control effect
#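 Rhodamine-labelled pBACH1 10-mer (100 nM) bound to BRCT domain (100 nM) at pH 7.3; compounds incubated 12 min room temperature, polarization read. Free peptide defines full inhibition; unlabelled decapeptide titrated as control.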
# FLuc inh = blocks Photinus pyralis firefly luciferase activity; purified firefly luciferase, luminescence, 8 min; Potency, µM (doses to about 57.1 µM), inactives show at the highest dose activity change, negative = inhibition, usual class: inhibitors; 72,000 tested, 2.2% active; P08659; also: potency is read from the fitted curve at half-maximal effect; % is scaled to controls: 0 for no effect and ±100 for the full control effect; nearly all actives have a fitted effect of over 40% in size
#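 Titration-based qHTS; buffer 50 mM imidazole pH 7.2, 50 mM KCl, 7 mM MgCl2, 10 uM ATP, 0.01% Tween 20, 0.05% BSA; luciferase/luciferin detector mix added after compound; 8 min, ambient; luminescence.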
# Tau filament bind = tau filament binding | P10636 | recombinant tau filaments, thioflavin S fluorescence, 15 h; filaments grown with octadecylsulfate alongside compound | Potency, µM (doses to about 57.1 µM), inactives show at the highest dose activity change, negative = inhibition | 71,000 tested, 2% active | AID 596;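 also: potency is read from the fitted curve at half-maximal effect; % is scaled to controls: 0 for no effect and ±100 for the full control effect; actives lower thioflavin S fluorescence by blocking filaments or displacing dye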
#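 ThS-based fibril read: tau 1 uM final, inducer ODS 30 uM final, 37 C for 15 h, ex 450/em 510 nm.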
# Caspase-7 inhib = blocks human caspase-7 allosterically or competitively; 75,000 tested, 0.02% active; recombinant caspase-7, Ac-DEVD-AFC fluorescence rate; Potency, µM (highest dose often 57.5 µM), inactives show at the top dose activity change, negative = inhibition, hits mostly inhibitors; active = well fitted inhibition curve with a large enough effect in the main read-out, with a control signal flat, not every such curve was filed as active; inconclusive = small, poorly fitted or top-dose-only effect, or a change in a side signal; also: potency is read from the fitted curve at half-maximal effect; % of control where 0% means no effect
# USP2a inh = USP2a (human) protease inhibition. O75604. USP2a enzymatic assay, qHTS inhibition. Potency, µM (highest dose often 38.3 µM), for inactives: at the top dose activity change, negative = inhibition, hits mostly inhibitors. 60,000 tested, 0.1% active. AID 927;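 also: potency is read from the fitted curve at half-maximal effect; nearly all actives have a fitted effect of over 60% in size; plate controls were DMSO for no effect and NEM full inhibition control for full effect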
# Target sequence (O75604 whole entry, looked up): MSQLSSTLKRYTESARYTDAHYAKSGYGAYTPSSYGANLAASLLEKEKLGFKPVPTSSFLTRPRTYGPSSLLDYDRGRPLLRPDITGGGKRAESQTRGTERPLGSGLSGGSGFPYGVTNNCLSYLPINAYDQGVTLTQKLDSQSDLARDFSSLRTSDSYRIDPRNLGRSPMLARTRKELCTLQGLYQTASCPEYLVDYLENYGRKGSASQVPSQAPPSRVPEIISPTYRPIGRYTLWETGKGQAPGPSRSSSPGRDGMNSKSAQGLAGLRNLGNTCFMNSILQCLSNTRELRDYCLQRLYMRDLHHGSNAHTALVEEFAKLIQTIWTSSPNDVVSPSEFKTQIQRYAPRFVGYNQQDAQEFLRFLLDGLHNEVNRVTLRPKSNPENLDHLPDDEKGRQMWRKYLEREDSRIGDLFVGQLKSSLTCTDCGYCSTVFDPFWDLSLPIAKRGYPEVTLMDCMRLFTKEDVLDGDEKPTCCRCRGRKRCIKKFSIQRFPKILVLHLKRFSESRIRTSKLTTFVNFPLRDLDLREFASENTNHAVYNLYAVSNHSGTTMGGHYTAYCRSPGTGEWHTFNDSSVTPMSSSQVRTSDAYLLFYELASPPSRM
#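 Inhibition is measured in a cell-free coupled assay with 20 nM USP2 core, 20 nM Ub-PLA2 and 20 uM NBD C6-HPC, 2.5 h incubation. Activity normalized to NEM control.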
# Casp1 inh = allosteric or competitive inhibitors of human caspase-1; P29466; Caspase-1 enzyme, Ac-WEHD-AFC fluorogenic rate; Potency, µM (titrated, usually from 57.5 µM), for inactives: at the top dose activity change, negative = inhibition, hits mostly inhibitors; 75,000 tested, 0.03% active; AID 900;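 also: potency is read from the fitted curve at half-maximal effect; plate controls were vehicle for no effect and no substrate for full effect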
# Target sequence (P29466 120-297 limits assumed): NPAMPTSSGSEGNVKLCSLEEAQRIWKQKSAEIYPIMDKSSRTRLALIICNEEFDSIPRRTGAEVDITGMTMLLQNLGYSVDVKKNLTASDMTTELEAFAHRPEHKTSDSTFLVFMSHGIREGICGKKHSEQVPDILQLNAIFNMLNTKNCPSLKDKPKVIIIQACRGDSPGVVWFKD
# Target sequence (P29466 317-404 limits assumed): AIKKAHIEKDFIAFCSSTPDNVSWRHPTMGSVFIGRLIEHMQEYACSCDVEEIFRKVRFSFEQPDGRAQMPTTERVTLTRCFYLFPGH
# ERK AVP block = vasopressin-driven ERK pathway inhibition; HEK293-V1b, vasopressin-stimulated pERK AlphaScreen; Potency, µM (top dose mostly 57.5 µM), inactives show top-dose activity, negative = inhibition, most hits filed as inhibitors; 72,000 tested, 0.99% active; also: potency is read from the fitted curve at half-maximal effect; % is scaled to controls: 0 for no effect and ±100 for the full control effect; nearly all actives have a fitted effect of over 55% in size
#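 V1b-HEK293 cells; cpd 30 min 37C; 25 nM vasopressin 5 min; lyse 10 min; AlphaScreen beads 5 hr RT. Normalized to DMSO basal and 25 nM vasopressin; AC50 by Hill fit.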
# BRCT inh green = blocks human BRCA1 BRCT binding to phosphopeptide, green readout | 75,000 tested, 0.05% active | P38398 | Potency, µM (highest dose often 76.9 µM), without a hit: at the top dose activity change, negative = inhibition, most hits filed as inhibitors | BRCA1 BRCT-phosphopeptide binding, green fluorescence polarization | AID 875;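 also: potency is read from the fitted curve at half-maximal effect; plate controls were peptide without protein for full effect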
#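 Fluorescence polarization: His-tagged BRCT (~35 kDa BRCA1 C-terminus, 250 nM) bound to 100 nM fluorescein-labeled phosphorylated 10-aa BACH1 peptide, pH 7.3 phosphate buffer with DTT and Tween 20. Compounds incubated 12 min at room temperature; inhibition read as lowered polarization.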
# CRE Fsk mod = alters forskolin-stimulated CRE reporter signaling in CHO cells; CHO CRE-bla reporter (cAMP response element driving beta-lactamase), forskolin EC10, beta-lactamase ratio; Potency, µM (doses to about 38.2 µM), for inactives: at the top dose activity change, negative = inhibition, most hits filed as activators; 71,000 tested, 2.5% active; active = well fitted activation curve with a large enough effect in the signal ratio, with a control signal flat, not every such curve was filed as active; inconclusive = small, poorly fitted or top-dose-only effect, or effect the other way, or a change in a side signal; the % refers to the signal ratio; also: potency is read from the fitted curve at half-maximal effect; % of control where 0% means no effect
#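 Using CellSensor CRE-bla CHO cells in Opti-MEM with 0.5% dialyzed FBS, compounds were titrated with EC10 NKH 477 for 3 h at 37 °C. CCF4 ratio (460/530 nm) gave %Activity; AC50 derived.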
# * hit, by the source's call; i = inactive; ? = inconclusive; · = no result given; [ ] = dose if it differs, or a comment. Unless noted, calls follow the shape of the dose curve; as a rule, active = well fitted curve in the direction sought with a large enough effect; inconclusive = small, poorly fitted or top-dose-only effect, or another doubt; inactive = no such curve, though single readings can be large; an effect the other way counts as inactive or inconclusive.
SMILES,A350 fluor,HEK293 cAMP ctrl,BRCT PPI red,FLuc inh,Tau filament bind,Caspase-7 inhib,USP2a inh,Casp1 inh,ERK AVP block,BRCT inh green,CRE Fsk mod
COc1ccc(NC(=O)c2ccc(-c3ccc(-c4noc(C)n4)cc3C)cc2)cc1OCCN(C)C,·,-22.0%,-2.3%,-0.2%,291.2%,-0.5%,·,-1.0%,?,-0.8%,-0.3%
CN(CC(=O)N1CCCCCC1)S(=O)(=O)c1cccc2cccnc12,·,1.1%,2.2%,-0.2%,9.7%,1.9%,·,-1.9%,-6.6%,-2.9%,-2.9%
CCOc1ccc(CSC2=NCCN2)cc1Cl,i,14.6%,0.5%,0.3%,-6.5%,-1.7%,?,-0.7%,4.7%,-1.5%,1.1%
O=C(CCN1CCN(c2ccc(F)cc2)CC1)Nc1ccc(F)cc1,1.15e-08M*,9.0%,-0.1%,2.1%,-4.9%,1.1%,-5.6%,0.3%,8.8%,1.4%,?
COCCN1C(=O)c2ccc(C(=O)O)cc2C1=O,i,-0.6%,-0.4%,-2.8%,-12.4%,0.5%,-6.5%,0.9%,3.3%,-0.2%,1.9%
FC(F)(F)c1cccc(-c2nnc3ccc(C(F)(F)F)cn23)c1,i,23.9%,-0.9%,1.4%,-5.3%,0.5%,8.5%,-1.3%,1.2%,-1.7%,8.8%
O=C(c1csnn1)N1CCC[C@@]2(CCN(Cc3nccs3)C2)C1,i,3.98µM*,-0.3%,1.2%[11.4 µM],8.8%,-0.5%,22.9%,-1.3%,-4.8%,-1.4%,8.9%
CCCCOC(=O)c1cc(=O)[nH]c2ccccc12,4.48e-08M*,?,-0.7%,0.7%,-29.6%,-2.6%,1.3%,-3.3%,12.0%,-0.8%,16.6%
O=C(Nc1cc(C(F)(F)F)ccc1N1CCCC1)c1ccc2c(c1)OCO2,i,?,-1.7%,0.4%,-4.3%,-0.2%,-1.4%,-1.4%,-2.4%,-0.1%,-12.2%
NS(=O)(=O)c1cc([C@@]2(O)NC(=O)c3ccccc32)ccc1Cl,i,-8.4%[25.6 µM],-0.3%[34.4 µM],0.0%[25.5 µM],2.7%[25.6 µM],-0.1%[25.7 µM],-2.7%[17.1 µM],-2.8%[25.7 µM],3.2%[25.7 µM],-0.7%[34.4 µM],-2.1%[17.1 µM]
CCCc1nnc(NC(=O)NCCN2C(=O)C3C4C=CC(C4)C3C2=O)s1 (stereo unspecified),·,2.1%,-1.1%,2.2%,-3.3%,-0.8%,·,-2.9%,4.3%,-2.5%,5.7%
Nc1cccc(C(=O)Nc2ccc3nc(-c4cccnc4)[nH]c3c2)c1,i,8.0%,0.9%,-17.6%,3.1%,-1.1%,9.2%,0.0%,-10.7%,1.7%,8.8%
COc1cccc(NC=C2C(=O)OC3(CCCCC3)OC2=O)c1,·,21.3%,-2.0%,-3.8%,1.0%,-1.1%,18.3%,-3.3%,13.8%,-0.8%,-6.6%
O=C(Oc1ccccc1C(=O)O)c1ccccc1O,·,·,-2.1%,·,·,0.0%,-12.2%,1.1%,-0.5%,1.1%[3.08 µM],·
NC(=O)SCC(=O)Nc1cccc(Cl)c1,·,-21.2%,-2.6%,-2.4%,9.1%,0.0%,-2.8%,-0.1%,25.7%,-1.1%,?

# 2 entries from above, with tabs:
smiles	A350 fluor	HEK293 cAMP ctrl	BRCT PPI red	FLuc inh	Tau filament bind	Caspase-7 inhib	USP2a inh	Casp1 inh	ERK AVP block	BRCT inh green	CRE Fsk mod
O=C(Oc1ccccc1C(=O)O)c1ccccc1O	·	·	-2.1%	·	·	0.0%	-12.2%	1.1%	-0.5%	1.1%[3.08 µM]	·
CCCc1nnc(NC(=O)NCCN2C(=O)C3C4C=CC(C4)C3C2=O)s1 (stereo unspecified)	·	2.1%	-1.1%	2.2%	-3.3%	-0.8%	·	-2.9%	4.3%	-2.5%	5.7%

# Additional records.
SMILES,A350 fluor,HEK293 cAMP ctrl,BRCT PPI red,FLuc inh,Tau filament bind,Caspase-7 inhib,USP2a inh,Casp1 inh,ERK AVP block,BRCT inh green,CRE Fsk mod
N#Cc1nc(-c2ccco2)oc1N1CCN(C(c2ccccc2)c2ccccc2)CC1,?,12.6%,-2.4%,1.7%,6.5%,1.4%,26.0%,-1.0%,-7.9%,1.1%,13.5%
O=C(Nc1ccon1)c1ccc(Br)o1,i,1.4%,-1.4%,-1.8%,0.0%,-2.0%,-9.2%,2.3%,-10.9%,0.7%,-2.6%
O=C(NCc1cccnc1)C1CCCN(S(=O)(=O)c2ccc(Cl)cc2)C1 (stereo unspecified),i,16.5%,-2.1%,-29.1%,-4.0%,-1.8%,1.0%,1.6%,2.8%,-3.8%,-2.9%
CCCn1c(SCC(=O)N2CCCc3ccccc32)nnc1-c1ccco1,i,18.8%,-2.1%,0.4%,-2.6%,0.9%,4.9%,-0.4%,16.0%,-2.3%,?
Cc1c(CNC(=O)c2cnn3c2NC(c2ccccc2)CC3C(F)(F)F)cnn1C (stereo unspecified),i,-5.0%,-1.2%,2.7%,6.9%,1.6%,14.6%,-1.0%,-19.7%,-1.5%,-20.5%
CCOC(=O)Cc1csc(NC(=O)c2cccs2)n1,?,2.7%,0.1%,-10.1%,1.2%,-0.5%,4.5%,-1.3%,-12.7%,-0.4%,37.9%
CC1Cc2nc(SCC(N)=O)n(C)c(=O)c2S1 (stereo unspecified),·,-3.6%,1.6%,0.7%,-9.9%,1.2%,·,-5.4%,·,-5.2%,3.7%
CCn1cc(C(=O)NCCCOC)c(=O)c2cc(S(=O)(=O)N(C)C)ccc21,·,18.4%,-1.3%,0.5%,-12.6%,0.8%,·,-2.4%,?,-0.1%,15.7%
Cc1cc(C)cc(OCC(=O)Nc2cccc(-c3nc4ncccc4o3)c2)c1,·,7.7%,-0.1%,-0.9%,i,-0.8%,·,-3.5%,-19.7%,0.9%,21.8%
CCc1nnc(NC(=O)c2ccc(S(=O)(=O)N(CC)Cc3ccccc3)cc2)o1,i,0.6%,-1.7%,-1.1%,5.1%,2.5%,33.2%[activator],0.7%,4.8%,1.0%,-17.4%
Cn1c(=O)cc(SCC(=O)Nc2ccccn2)c2ccccc21,i,6.0%,-0.4%,-2.5%,-6.6%,-1.5%,-3.9%,-1.3%,17.4%,-4.8%,26.3%
COc1cccc(-c2csc3nnc(SCC(=O)c4ccc(NC(C)=O)cc4)n23)c1,i,-8.2%,0.6%,2.0%,309.7%,-1.4%,11.5%,3.0%,-10.7%,1.0%,19.7%
C=CCN1C(=O)CN=C1Nc1cc(C)cc(C)c1,i,1.4%,-0.9%,2.5%,-7.6%,0.5%,19.0%,-1.2%,-7.2%,1.7%,3.1%
Cc1onc(-c2ccccc2)c1C(=O)NC(C)C1CCCO1 (stereo unspecified),i,3.7%,0.2%,0.7%,-11.3%,0.2%,0.6%,-5.2%,-14.2%,-1.1%,-8.9%
c1csc(Cn2c(-c3cccs3)nc3ccccc32)c1,i,?,-0.7%,0.9%,14.1%,-3.7%,-27.8%,-4.0%,-22.6%,3.7%,14.4%
COc1ccc(OCC(=O)N2CCN(C(=O)COc3ccc(Br)cc3)CC2)cc1,i,18.7%,-1.1%,-4.2%,3.3%,1.7%,8.3%,2.2%,16.8%,0.0%,-8.6%
O=C(COC(=O)c1ccco1)NCC1CCCO1 (stereo unspecified),i,26.4%,-1.2%,0.3%,29.5%,-3.9%,28.4%,-2.5%,-1.2%,-0.1%,?
CCCCOC(=O)C(C#N)c1nc2ccccc2nc1N1CCN(Cc2ccc3c(c2)OCO3)CC1 (stereo unspecified),?,-34.8%[inhibitor],0.3%,3.7%,0.398µM*,-5.7%,26.0%,-7.5%,-10.5%,0.3%,?
O=C(CCn1nnc2ccccc21)N1CCN(c2ccccc2)CC1,i,14.4%,-0.5%,3.1%,-1.5%,2.1%,5.0%,-1.8%,-4.6%,0.0%,-1.3%
COCCn1c(C)cc2c(c1=O)C(c1ccccc1F)C(C#N)=C(N)O2 (stereo unspecified),?,-2.3%,0.0%,2.8%,12.1%,-14.3%,-2.8%,?,-2.5%,-0.1%,-3.6%
COC(=O)c1ccc(NC(=O)Cn2nnc3ccccc32)cc1,i,4.4%,-0.5%,-6.9%,2.8%,-0.8%,-1.8%,0.2%,-9.0%,-1.2%,7.8%
c1ccc(-c2noc(-c3ccc4ccccc4c3)n2)nc1,i,23.5%,-1.2%,0.199µM*,112.4%,-0.4%,2.0%,0.9%,-23.7%,0.0%,3.2%
Cc1ccc2c3c(c(SCC(=O)Nc4nonc4C)nc2c1)CCCC3,i,7.94µM*,0.0%,1.9%,4.7%,-0.6%,69.0%[activator],0.9%,-9.0%,-1.5%,-0.6%
CC(C)(C)C(=O)/C=c1\[nH]c(=O)/c(=C\c2ccc(C#N)cc2)s1,i,?,0.1%,-1.4%,-26.0%,-11.5%,11.4%,-14.6%,-1.0%,-1.1%,?
